# tuberculosis growth: growth inhibition of non-replicating M. tuberculosis (AID 488890); Mycobacterium tuberculosis non-replicating, growth inhibition; higher % means a stronger effect; inhibition, % at 25 µM, or IC50 in µM where a hit was titrated; hit rate 0.39% among 320,000; in the data active = a potency from the dose series; inconclusive = inhibition mostly from about 82% at the one dose, without a potency; inactive = the rest, 99 in 100 with inhibition below about 76%;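 also: plate controls were DMSO cells for no effect and high antibiotic wells for full effect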
# VEEV TC-83 Vero: inhibitors of VEEV TC-83 cytopathic effect, confirmation, Vero cells (AID 588727). inhibition, % at 20 µM, or IC50 in µM where a hit was titrated. Vero cells, VEEV TC-83 cytopathic effect inhibition; higher % means a stronger effect. hit rate 0.13% among 350,000; in the data active = a potency from the dose series; inconclusive = inhibition mostly from about 14% at the one dose, without a potency; inactive = the rest, 99 in 100 with inhibition below about 12%; also: strong numbers were not always called active
# H37Rv inhibition: M. tuberculosis growth inhibition, HTS (AID 449762) | M. tuberculosis H37Rv growth inhibition, 7H9 media; higher % means a stronger effect | one-dose inhibition, % at 25 µM; IC50 in µM for titrated hits | hit rate 0.59% among 330,000; in the data active = a potency from the dose series; inconclusive = inhibition above about 70% without an active follow-up result;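 also: bacterial growth assessed after seven days of incubation; strong numbers were not always called active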
# Salmonella PhoP GFP: PhoP regulon inhibitors, Salmonella typhi PhoP promoter GFP reporter, confirmatory (AID 1850) | Salmonella Typhi PhoP-promoter GFP reporter, fluorescence, 4 h; higher % means a stronger effect | hit rate 0.33% among 310,000 | inhibition, % at 50 µM, or IC50 in µM where a hit was titrated; in the data active = a potency from the dose series; inconclusive = inhibition mostly from about 25% at the one dose, without a potency; inactive = the rest, 99 in 100 with inhibition below about 19%;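 also: 0% = induced wells with vehicle and 100% = uninduced wells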
# H1N1 NS1A inhibition: H1N1 influenza NS1A inhibitors, functional cell based assay (AID 504329) | inhibition, % at 12.5 µM; hits with a dose series show IC50 in µM | hit rate 0.3% among 340,000 | NS1A functional cell-based assay, percent inhibition; higher % means a stronger effect; in the data active = a potency from the dose series; inconclusive = inhibition above about 27% without an active follow-up result; also: strong numbers were not always called active
# VEEV TC-83 Vero 10K pilot screen: second read-out of VEEV TC-83 Vero, no call of its own (marks repeat the call); inhibition, %; measured here: 10K pilot screen inhibition
# Starred values were filed as active, the others as inactive; i = inactive; ? = inconclusive; . = no result given.
SMILES,tuberculosis growth,VEEV TC-83 Vero,H37Rv inhibition,Salmonella PhoP GFP,H1N1 NS1A inhibition,others
O=C(NC1CC1)C1CCN(C2CCN(C(=O)Cc3ccc(F)cc3)CC2)CC1,-2%,i,4%,26%,12%,
CSc1ccc(C(=O)C2CCCN(C(=O)c3csc(C(C)=O)c3)C2)cc1 (stereo not drawn),3%,2.4%,-6%,-7%,-1%,
Cc1c(NC(=O)CN(c2ccccc2)S(=O)(=O)c2ccc(F)cc2)c(=O)n(-c2ccccc2)n1C,-9%,2.3%,-18%,-1%,25%,
COc1ccc(/C=N/NC(=O)c2nnn(-c3nonc3N)c2-c2cccs2)c(OC)c1,2%,2.0%,-2%,2%,-4%,
CC(=O)Nc1ccc(NC(=O)C(C)OC(=O)c2c(NC(C)=O)sc(C)c2C)cc1 (stereo not drawn),21%,3.4%,1%,.,-9%,
Cc1ccc(SCCNC(=S)Nc2cc(C)ccc2C)cc1,?,2.7%,13%,-8%,-1%,
COc1ccc(C(=O)COC(=O)c2ccccc2C(=O)N(C)c2ccccc2)c(OC)c1,9%,2.1%,13%,-5%,-1%,
Cc1ccc(-c2nnc(OCCN3CCOCC3)c3ccccc23)cc1,32%,1.2%,3%,-6%,-3%,
Cc1ccc2nc(-c3cccc(S(=O)(=O)N4CC(C)OC(C)C4)c3)cn2c1 (stereo not drawn),11%,2.8%,1%,-8%,-17%,
CC1CC(C)CN(C(=O)c2cc3c(=O)n4ccccc4nc3s2)C1 (stereo not drawn),4%,0.6%,9%,4%,-12%,
CCOC(=O)c1cnc2cc(F)c(F)cc2c1N1CCOCC1,-12%,0.5%,-10%,-10%,-2%,
CCOC(=O)NN1C(=O)c2ccccc2NC1c1cccc(O)c1 (stereo not drawn),-21%,1.3%,2%,1%,-8%,
CCOC(=O)N1CCC(N(C(=O)Nc2cccc(OC)c2)C(C)CC)CC1 (stereo not drawn),7%,i,8%,12%,1%,
Cc1nc2c([nH]c3ccccc32)c(=O)n1N,-6%,2.1%,0%,4%,.,
COCc1cc(C)nc(SCC(=O)NCC2CCCO2)c1C#N (stereo not drawn),-7%,0.5%,-6%,3%,-5%,
CCOc1ccc(C(=S)NC2CCCCC2)cc1OC,33%,2.4%,-2%,-9%,30%,
O=C(NN1CCOCC1)c1cc(-c2cccc(Cl)c2)nc2ccccc12,24%,0.6%,2%,2%,19%,
COc1ccc(Br)cc1S(=O)(=O)NCCCN1CCOCC1,0%,1.1%,-2%,2%,-6%,
C/C(=N/NC(=O)CN1CCN(Cc2ccccc2Cl)CC1)c1cccnc1,-9%,i,-10%,-2%,-4%,
C/C(=N\NC(=O)c1ccc(CSc2nncn2C)cc1)c1ccc(Cl)cc1,-5%,i,-1%,0%,-4%,
CC(C)c1ccc(S(=O)(=O)c2cc3cc(Br)ccc3oc2=O)cc1,74%,0.2%,0%,-8%,-6%,
COC(=O)c1cccc(NC(=O)NC23CC4CC(CC(C4)C2)C3)c1,2%,0.6%,?,7%,22%,
CSc1ccccc1C(=O)OCC(=O)N1CCCCCC1,11%,1.9%,9%,.,0%,
CCCNC(=O)c1c(O)c2c([nH]c1=O)CCCC2,-6%,3.6%,-4%,2%,0%,
O=c1[nH]c(O)c(C=Nc2cccc(F)c2)c(=O)[nH]1,5%,1.4%,2%,-1%,2%,

# The last four records of the part above are carried over, then new ones follow:
SMILES,tuberculosis growth,VEEV TC-83 Vero,H37Rv inhibition,Salmonella PhoP GFP,H1N1 NS1A inhibition,others
COC(=O)c1cccc(NC(=O)NC23CC4CC(CC(C4)C2)C3)c1,2%,0.6%,?,7%,22%,
CSc1ccccc1C(=O)OCC(=O)N1CCCCCC1,11%,1.9%,9%,.,0%,
CCCNC(=O)c1c(O)c2c([nH]c1=O)CCCC2,-6%,3.6%,-4%,2%,0%,
O=c1[nH]c(O)c(C=Nc2cccc(F)c2)c(=O)[nH]1,5%,1.4%,2%,-1%,2%,
O=C(CCNS(=O)(=O)c1ccc(F)c(F)c1)NCCN1CCOCC1,7%,0.2%,6%,.,-11%,
O=C1NC(=Nc2cccc(O)c2)S/C1=C\c1cccc([N+](=O)[O-])c1,-3%,12%,5%,12%,1%,
CC(=O)Nc1ccc(S(=O)(=O)N(C)CC(=O)Nc2cccc(S(=O)(=O)N3CCCC3)c2)cc1,-9%,6.8%,-1%,-1%,-10%,
CCCn1cc(SCC(=O)NCc2ccc3c(c2)OCO3)c2ccccc21,-9%,0.5%,0%,-4%,1%,
COC(=O)CCCC1=CC2=C(c3ccccc3)C(=O)C(C)(OC(=O)C3CCCC3)C(=O)C2=CN1c1ccc(OC)cc1 (stereo not drawn),17%,0.2%,1%,1%,3%,
Cc1nc2c(=O)oc3ccccc3c2n1-c1ccccc1,.,i,-4%,-8%,-11%,
CCCCC1(C)Nc2ccccc2-c2nc3ccccc3n21 (stereo not drawn),23%,i,1%,2%,-10%,
NC(=O)c1ncn([C@@H]2O[C@H](CNCc3ccc(OCC(=O)Nc4ccccn4)cc3)[C@@H](O)[C@H]2O)n1,.,1.2%,.,.,-10%,
Cc1nn2c(c1-c1ccccc1)NC1=C(C(=O)CCC1)C2c1ccccc1 (stereo not drawn),21%,8.5%,4%,-6%,-4%,
CN(C)/N=C/c1cc(Cl)cc([N+](=O)[O-])c1O,-9%,0.1%,10%,-6%,16%,
COc1ccccc1NS(=O)(=O)c1cc(NC(=O)C2CCCO2)ccc1C (stereo not drawn),12%,2.7%,3%,.,-5%,
Cc1cc2nc(CO)[nH]c2cc1C,-8%,0.5%,2%,-2%,5%,
Cc1cc(C)n2nc(C(=O)OCC(=O)N3C(C)CCCC3C)nc2n1 (stereo not drawn),-6%,2.0%,-1%,2%,-4%,
O=C(NCc1ccc(Cl)cc1)c1ccc2ccccc2n1,62%,2.6%,10%,11%,-11%,
O=C(O)c1cc(-c2ccc(Cl)cc2)n(-c2ccc(F)cc2)n1,47%,0.6%,7%,2%,19%,
COc1ccc(CN(C(=O)Cc2cccs2)C(C(=O)NC2CCCC2)c2ccncc2)cc1 (stereo not drawn),5%,1.6%,1%,-8%,4%,
c1ccc(-c2nc(N3CCOCC3)c3ccccc3n2)nc1,?,2.7%,?,-10%,16%,
O=C(Nc1nc2c(Cl)c(Cl)ccc2s1)C1CC1,-6%,4.9%,0%,-12%,28%,VEEV TC-83 Vero 10K pilot screen=4.2
Cn1cc(C(=O)c2cccc(Cl)c2)cc1/C=N\O,7%,6.6%,37%,5%,-6%,
Cc1ccc(NC(=O)Cn2cc(C(=O)C3CC3)c3ccccc32)cc1,-3%,2.0%,-4%,4%,-7%,
Cc1cccc(C(=O)Nc2ccc(S(=O)(=O)N3CCOCC3)cc2C)c1,-4%,i,6%,0%,3%,
Cc1ccc(S(=O)(=O)NCCNC(=O)N2CCOCC2)cc1,9%,i,6%,7%,-6%,
Fc1ccccc1NC(=S)Nc1ccc(Br)cc1,?,1.8%,2%,-21%,21%,
CC(=O)Nc1ccc(NC(=O)c2sc3nc4n(c(=O)c3c2C)CCCCC4)cc1,8%,1.2%,12%,17%,-16%,
CC(C)(C)OC(=O)NCCCC[C@H](NC(=O)c1[nH]cnc1C(=O)Nc1ccccc1)C(=O)OC(C)(C)C,39%,4.3%,8%,1%,7%,

# Sorted by heavy-atom count (descending): 4 of the compounds above
SMILES,tuberculosis growth,VEEV TC-83 Vero,H37Rv inhibition,Salmonella PhoP GFP,H1N1 NS1A inhibition,others
CCCn1cc(SCC(=O)NCc2ccc3c(c2)OCO3)c2ccccc21,-9%,0.5%,0%,-4%,1%,
Cc1ccc(NC(=O)Cn2cc(C(=O)C3CC3)c3ccccc32)cc1,-3%,2.0%,-4%,4%,-7%,
COC(=O)c1cccc(NC(=O)NC23CC4CC(CC(C4)C2)C3)c1,2%,0.6%,?,7%,22%,
O=C(Nc1nc2c(Cl)c(Cl)ccc2s1)C1CC1,-6%,4.9%,0%,-12%,28%,VEEV TC-83 Vero 10K pilot screen=4.2

# Next part.
SMILES,tuberculosis growth,VEEV TC-83 Vero,H37Rv inhibition,Salmonella PhoP GFP,H1N1 NS1A inhibition,others
O=C(c1cccs1)N1C2CCC1CC(O)(c1cccnc1)C2 (stereo not drawn),-5%,i,-8%,-5%,12%,
O=C(Nc1nc2ccsc2c(=O)s1)C1CCC1,60%,0.9%,5%,5%,.,
Cc1ccc(C(=O)COc2ccc3c(C)cc(=O)oc3c2)cc1,3%,1.0%,10%,6%,-2%,
Cc1cc(C)nc(SCc2cn3c(C)cc(C)nc3n2)n1,-1%,0.2%,-3%,1%,3%,
COCc1nnc(NC(=O)c2cc(OC)c(OC)cc2[N+](=O)[O-])s1,-8%,0.5%,-5%,2%,-7%,
CCOC(=O)c1ccc(NC(=S)NCc2ccc(F)cc2)cc1,?,1.9%,?,-2%,-2%,
NC(=O)Nc1ccc(C(=O)OCC(=O)Nc2ccc([N+](=O)[O-])cc2C(F)(F)F)cc1,-2%,1.8%,3%,-4%,0%,
CCCc1nnc(SCC(=O)O)n1CC,-18%,i,-9%,9%,2%,
Cc1cccc(NC(=O)C(=O)NCC2CCCO2)c1 (stereo not drawn),24%,1.1%,4%,6%,-2%,
CCn1c(CNC(=O)c2ccc(F)cc2)cc2ccccc21,23%,1.2%,-5%,-9%,22%,
O=C(O)c1cccc(S(=O)(=O)N2CCOCC2)c1,-6%,i,-10%,-10%,4%,
O=C(CSc1ccc(Cl)cc1)Nc1cccc(NC(=O)c2ccco2)c1,22%,i,-2%,-2%,2%,
Cc1ccc(C2(C)NC(=O)N(CC(=O)N3CCN(S(=O)(=O)c4cccc(F)c4)CC3)C2=O)cc1 (stereo not drawn),27%,0.3%,-21%,-2%,17%,
C=CCNCc1cccn1-c1sc2c(c1C#N)CCCC2,7%,i,-3%,5%,-1%,
CCCNC(=O)NC(=O)CSc1nc2ccccc2c(=O)n1Cc1ccncc1,-11%,i,4%,-7%,13%,
CCCN(CC(=O)Nc1ccccc1C)C(=O)Cc1c[nH]c2ccccc12,.,1.1%,.,.,-2%,
CCCCN1C(=O)/C(=C/C=C2\SCCN2C)SC1=S,.,2.8%,.,.,3%,
COc1ccc(-c2c(-c3ccccc3OC)oc3ccccc23)cc1F,10%,1.1%,9%,.,-11%,
COc1ccc(-c2nc(C)ncc2-c2ccccc2)c(O)c1,-38%,0.3%,-4%,-14%,-21%,
CC(C)c1ccc(NC(=S)NCc2cccs2)cc1,?,1.3%,46%,-5%,-8%,
Cc1ccc(C)c(OCCC(=O)NCCc2ccc(F)cc2)c1,26%,2.8%,1%,-10%,-17%,
CCN1CCN(CC(=O)Nc2cc(S(=O)(=O)N(CC)c3ccccc3)ccc2Cl)CC1,34%,0.8%,-4%,.,0%,
CCOc1ccccc1NC(=S)NCCCn1ccnc1,9%,0.5%,0%,3%,-3%,
Nc1nc(Nc2ccccc2F)nc(N2CCOCC2)c1[N+](=O)[O-],-2%,2.1%,2%,2%,-24%,
Cc1cc(N2C(=O)C(=O)/C(=C(/O)c3ccccc3)C2c2cccs2)no1 (stereo not drawn),14%,1.9%,4%,3%,-4%,
# The results go on.
SMILES,tuberculosis growth,VEEV TC-83 Vero,H37Rv inhibition,Salmonella PhoP GFP,H1N1 NS1A inhibition,others
Cc1cccc(OCCCN2CCOCC2)c1,-2%,i,-2%,1%,0%,
Cc1ccc2c(c1)-c1c(cnn1CC(=O)N1CCCN(Cc3ccccc3F)C1)CO2,-10%,6.6%,-1%,3%,9%,
O=C(CN1CCN(C(c2ccccc2)c2ccccc2)CC1)NCc1ccccc1,22%,1.7%,?,9%,-18%,
CN(C)Cc1c[nH]c2ccccc12,-17%,0.6%,-16%,11%,-6%,
Cc1cc(C)nc(N2CCCC(C(=O)Nc3ccc(F)cc3)C2)n1 (stereo not drawn),-4%,2.4%,-1%,12%,11%,
O=C(c1cccnc1)N1CCc2ccccc21,-3%,i,-3%,-4%,5%,VEEV TC-83 Vero 10K pilot screen=0.5
COc1cc(C(=O)NCC(=O)OCc2ccc(F)cc2)cc(OC)c1OC,-4%,9.6%,-7%,.,1%,
CN(CC(=O)Nc1cccc(F)c1)C(=O)c1cccc(S(=O)(=O)N2CC3(C)CC2CC(C)(C)C3)c1 (stereo not drawn),45%,3.1%,-5%,-1%,-4%,
COC(=O)c1sc(N2C(=O)C(=O)/C(=C(/O)c3ccccc3)C2c2ccco2)nc1C (stereo not drawn),44%,1.7%,6%,-6%,-2%,
O=C(NCCC1CCCCN1S(=O)(=O)c1ccccc1)C(=O)NCc1ccco1 (stereo not drawn),9%,2.5%,10%,1%,2%,
Cc1ccc(CCNC(=O)CNC(=O)c2cccs2)cc1,-1%,0.3%,0%,7%,-6%,
COc1ccc(NC(=O)c2cc3ccccc3o/c2=N\NS(=O)(=O)c2ccc(C)cc2)cc1,6%,0.4%,4%,7%,-3%,

# Bioassay records from PubChem BioAssay.
